# CHT allo act: CHT positive allosteric modulators, primary screen, cell-based, membrane potential dye, choline EC20; B-score at 10 µM; High affinity choline transporter 1 (Homo sapiens), Q9GZV3; AID 488977, 2010; CHT-expressing cells; stronger effect = higher value; LV-AA mutant CHT in HEK293 cells; 0.49% of 310,000 active;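 active = initial fluorescence not abnormally high and integrated response B-score, plate-corrected, over 3 SD above library mean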
# Target sequence (Q9GZV3 whole entry, looked up): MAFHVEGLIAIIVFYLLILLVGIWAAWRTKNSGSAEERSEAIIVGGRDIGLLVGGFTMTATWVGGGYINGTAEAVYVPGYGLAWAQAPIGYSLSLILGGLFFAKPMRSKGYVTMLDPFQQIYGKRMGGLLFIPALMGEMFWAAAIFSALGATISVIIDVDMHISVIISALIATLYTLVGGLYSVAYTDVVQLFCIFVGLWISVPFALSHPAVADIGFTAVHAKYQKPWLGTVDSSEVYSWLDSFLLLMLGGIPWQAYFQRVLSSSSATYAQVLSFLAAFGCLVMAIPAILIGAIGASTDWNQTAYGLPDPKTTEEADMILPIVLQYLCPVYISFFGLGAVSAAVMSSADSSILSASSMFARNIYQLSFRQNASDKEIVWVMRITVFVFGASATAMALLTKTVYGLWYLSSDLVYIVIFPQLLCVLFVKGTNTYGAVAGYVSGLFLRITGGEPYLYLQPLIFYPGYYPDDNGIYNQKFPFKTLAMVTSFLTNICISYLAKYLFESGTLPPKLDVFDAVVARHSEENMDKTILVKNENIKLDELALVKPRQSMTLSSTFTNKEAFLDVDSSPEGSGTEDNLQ
# OX1R antag: OX1R (HCRTR1) antagonists, primary screen, fluorescence, CHO/OX1R cells, Fluo-8 calcium, orexin A; Orexin/Hypocretin receptor type 1 (Homo sapiens), O43613; Fluo-8 calcium fluorescence; inhibition, % at 5 µM; 0.43% of 330,000 active; AID 434989, 2010;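 active = inhibition above its plate's threshold, mean inhibition of all tested compounds on the plate plus 3 SD, cut at about 37% in these data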;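 note: 0% = orexin A challenge wells and 100% = SB-334867-A antagonist wells; not every result past the cut was called active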
# Target sequence (O43613 whole entry, looked up): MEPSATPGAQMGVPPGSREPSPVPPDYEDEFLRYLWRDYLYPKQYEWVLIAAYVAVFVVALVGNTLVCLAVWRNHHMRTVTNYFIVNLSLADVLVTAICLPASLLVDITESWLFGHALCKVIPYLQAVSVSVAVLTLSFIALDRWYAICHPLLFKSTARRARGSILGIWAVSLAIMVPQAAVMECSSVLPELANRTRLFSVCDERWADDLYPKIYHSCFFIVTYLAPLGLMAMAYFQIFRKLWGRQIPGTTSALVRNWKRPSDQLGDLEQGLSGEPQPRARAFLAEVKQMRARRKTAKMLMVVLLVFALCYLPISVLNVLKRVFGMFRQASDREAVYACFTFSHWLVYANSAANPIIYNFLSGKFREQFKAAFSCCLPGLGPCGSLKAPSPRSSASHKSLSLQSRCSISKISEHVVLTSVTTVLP
# * marks the source's active call; other numbers are inactive results; i = inactive; / = not tested or not shown.
# The opening three compounds as a preview:
SMILES,CHT allo act,OX1R antag
CCOC(=O)c1c(-c2ccccc2)csc1NC(=O)c1cccc(N2C(=O)CCC2=O)c1,i,-6
O=C(N/N=C/c1ccnc2ccccc12)c1ccccc1O,i,/
Cc1nn(C2CCS(=O)(=O)C2)c(C)c1C=O (configuration not stated),i,-10

# This part in full, previewed entries included:
SMILES,CHT allo act,OX1R antag
CCOC(=O)c1c(-c2ccccc2)csc1NC(=O)c1cccc(N2C(=O)CCC2=O)c1,i,-6
O=C(N/N=C/c1ccnc2ccccc12)c1ccccc1O,i,/
Cc1nn(C2CCS(=O)(=O)C2)c(C)c1C=O (configuration not stated),i,-10
CCc1ccc2c(CSc3nnnn3C)cc(=O)oc2c1,i,-8
O=C(O)CSc1nnc(CNc2ccccc2Cl)n1-c1ccccc1,i,10
O=C(NCc1ccco1)c1ccc(NS(=O)(=O)c2cccc(F)c2)cc1,i,-7
CC(C)CC1c2[nH]c3ccccc3c2CCN1CCCn1cccn1 (configuration not stated),i,-31
COC(=O)c1cc(S(=O)(=O)NCCc2ccccc2)c[nH]1,i,-17
CCOC(=O)C1CCN(C(=O)c2ccc(CNS(=O)(=O)c3ccc(C)cc3)cc2)CC1,i,-9
CC(=O)Nc1cc(N=Cc2ccc(O)cc2O)c(Cl)cc1Cl,i,11
Cc1ccc(C)c(OCCC(=O)OCC(=O)N(C)c2c(N)n(Cc3ccccc3)c(=O)[nH]c2=O)c1,i,-10
COc1cc(/C=N\NC(=O)CNC(=O)C2COc3ccccc3O2)ccc1O (configuration not stated),i,-4
COc1ccc(NC(=S)N2CCN(C)CC2)cc1,i,-21
O=C1[C@@H]2[C@H](C(=O)N1Cc1cccnc1)[C@H]1C=C[C@@H]2C1,i,-22
CCOC(=O)c1sc(=S)n(C)c1NC(=O)c1ccccc1C,i,-9
CCn1nc(C)cc1C(=O)Sc1cccc(Br)c1,i,3
COc1c(S(=O)(=O)NCCCn2ccnc2)ccc(Cl)c1Cl,i,-22
CC(C)(C)c1ccc(C2=CSC3=NCCN23)cc1,i,2
O=C(Nc1nnc(SCc2c(Cl)cccc2Cl)s1)C1CCCO1 (configuration not stated),i,-15
Cc1ccc(-c2ccc(=O)n(CC(=O)NCC3COCCO3)n2)cc1 (configuration not stated),i,4
COc1cc(N2CCOCC2)ncn1,i,12
COC(=O)/C=C/c1ccc2c(c1)OCO2,i,-9
O=C(CCCn1c(=S)[nH]c2ccsc2c1=O)NC1CCCCC1,i,-8
CC1CCN(S(=O)(=O)c2ccc3c(c2)N(CC(=O)NCCCN2CC(C)CC(C)C2)C(=O)CS3)CC1 (configuration not stated),i,-19
CCC(=O)Nc1ccc(Oc2ccc(NC(=O)CC)c(NC(=O)CC)c2)cc1,i,-7
# Going on with the list.
SMILES,CHT allo act,OX1R antag
COc1cccc(NC(=O)Nc2nnc(Cc3ccc(OC)c(OC)c3)s2)c1,i,-43
CCN1C(=NCCc2ccc(Br)cc2)N[C@@H](c2ccccc2)[C@H](C(=O)OC)[C@H]1C,/,11
Cc1ccc(OCC(O)Cn2c(N3CCCCC3)nc3c2c(=O)[nH]c(=O)n3C)cc1C (configuration not stated),i,-8
COc1cc(-c2c(NC(=O)c3ccco3)oc3ccccc3c2=O)cc(OC)c1OC,i,-25
Fc1ccc(Oc2nc(-c3ccccn3)nc3ccccc23)cc1,i,-33
O=C1NC[C@@H](c2ccccc2)OC(=O)[C@H](Cc2ccc(F)cc2)CC/C=C/C[C@H]1CC(=O)N(CCO)Cc1ccccc1,/,35
O=C(NNC(=O)C(c1ccccc1)c1ccccc1)c1cccs1,i,-14
Cc1c(/C=N/NC(=O)c2cccnc2)c2ccccn2c1C(=O)c1ccc(F)cc1,i,-21
COc1ccc(C(=O)Nc2ccc(S(=O)(=O)N(C)c3ccccc3)cc2)cc1,i,8
O=C(Nc1cccc(F)c1)c1cccnc1,i,/
COc1ccc(C2(c3ccc(OC)cc3)NC(=O)N(CC(=O)NCC(C)c3ccccc3)C2=O)cc1 (configuration not stated),/,-1
Nc1ccccc1SSc1ccccc1N,i,7
CC(=O)N1CCC(=NNc2ncc(C(F)(F)F)cc2Cl)CC1,i,-4
Nc1ccc(N=Nc2ccccc2)c(N)n1,i,-19
COc1cc2c(cc1OC)C(c1cccc([N+](=O)[O-])c1)=NCC2,i,-26
Cc1nnc(SCC(=O)c2ccc([N+](=O)[O-])cc2)s1,i,-17
CCN(CC)c1ccc(NC(=O)c2ccccc2Br)cc1S(=O)(=O)Nc1ccccc1OC,i,7
CC1CCc2c(sc3nc(SCC(=O)O)n(-c4ccccc4)c(=O)c23)C1 (configuration not stated),i,-5
COc1cc(/C=N\NC(C)=O)ccc1OC/C=C/c1ccccc1,i,/
Cc1cccc(-c2nc3ccc(C(=O)NCCN4CCN(C)CC4)cc3nc2-c2cccc(C)c2)c1,i,-18
CC(C)(C)OC(=O)N1CC=C2C(C#N)=C(N)C(C#N)(C#N)[C@H](c3cccnc3)[C@H]2C1,i,-8
COc1ccccc1N1C(=S)N=C(Nc2c(C)cccc2C)C12CCCC2,i,-10
Cc1cc(OCC(=O)N2CCCCCC2)ccc1[N+](=O)[O-],i,-17
O=C(Nc1nnc(SCc2ccc(F)cc2)s1)C1CC(=O)N(Cc2ccccc2)C1 (configuration not stated),i,-33
CCOC(=O)c1c(C)noc1-c1ccc(Br)o1,i,-12

# An excerpt of these results, tab-delimited:
canonical_smiles	CHT allo act	OX1R antag
CCN(CC)c1ccc(NC(=O)c2ccccc2Br)cc1S(=O)(=O)Nc1ccccc1OC	i	7
CC1CCc2c(sc3nc(SCC(=O)O)n(-c4ccccc4)c(=O)c23)C1 (configuration not stated)	i	-5
COc1cc(/C=N\NC(C)=O)ccc1OC/C=C/c1ccccc1	i	/
Cc1cccc(-c2nc3ccc(C(=O)NCCN4CCN(C)CC4)cc3nc2-c2cccc(C)c2)c1	i	-18
CC(C)(C)OC(=O)N1CC=C2C(C#N)=C(N)C(C#N)(C#N)[C@H](c3cccnc3)[C@H]2C1	i	-8
COc1ccccc1N1C(=S)N=C(Nc2c(C)cccc2C)C12CCCC2	i	-10
Cc1cc(OCC(=O)N2CCCCCC2)ccc1[N+](=O)[O-]	i	-17

# Next section
SMILES,CHT allo act,OX1R antag
Cc1noc(C)c1COc1ccc(C(=O)NNC(=O)c2ccccc2)cc1,i,-5
CSCCC(NC(=O)c1ccccc1Cl)C(=O)NNC(=O)c1csc(N2CCOCC2)n1 (configuration not stated),i,-15
O=C(NC1CCS(=O)(=O)C1)c1ccc(S(=O)(=O)N2CCCC2)cc1 (configuration not stated),i,0
C[C@]12c3[nH]c4ccc(Cl)cc4c3CCN1C(=O)[C@@H](CC(=O)NCc1ccco1)C[C@@H]2C(=O)N1CCOCC1,/,-40
O=C(Nc1ccc(S(=O)(=O)Nc2ncccn2)cc1)C1=COCCO1,i,6
S=c1[nH]nc(C2CCCCC2)n1/N=C/c1cccc(Br)c1,i,-20
CCS(=O)(=O)c1nc2ccccc2n1CC(=O)N1CCOCC1,i,-2
COc1ccc(CN(C)CC(=O)N2CCc3ccccc3C2)cc1,i,-14
Cn1c(C(=O)N(Cc2ccccc2)Cc2ccccn2)cc2sccc21,i,-8
Cc1cccc(NC(=S)NC(=O)c2ccco2)c1C,i,-10
COC(=O)CSc1nc(-c2ccccc2)nc2ccccc12,i,-10
O=C(NCC(O)CO)c1ccc2[nH]c3ccccc3c2c1 (configuration not stated),i,11
O=C(CN1C(=O)NC2(CCCC2)C1=O)N1CCN(C(=O)c2ccco2)CC1,i,-8
N#CC(c1ccccc1O)N1N=C(c2ccccc2)CC1c1ccccc1 (configuration not stated),i,-27
CC(C)NS(=O)(=O)c1ccc(NC(=O)NC2CCCCC2)cc1,i,-13
CCOC(=O)/C(CCC[N+](C)(CC)CC)=N\O,i,-7
O=C(CN1C(=O)NC2(CCCC2)C1=O)N1CCN(S(=O)(=O)c2ccccc2F)CC1,i,-8
CCOC(=O)C1=C(C)N(CC)C(=S)NC1c1ccc(Cl)cc1 (configuration not stated),i,-22
Cc1ccccc1-n1nnnc1SCC(N)=O,i,-6
Cn1c(=O)[nH]c(=O)c2c1nc(Br)n2C/C=N/NC(N)=S,i,5
N/C(=N\OC(=O)Nc1ccc(Cl)c(Cl)c1)c1ncc(C(F)(F)F)cc1Cl,i,37
CC(C)Oc1ccc2nnnn2n1,i,-4
CC(C)=CC(=O)Nc1nnc(-c2cccnc2)s1,i,-5
CCOc1cc(/C=C2\SC(N3CCCC(C)C3)=NC2=O)ccc1O (configuration not stated),i,/
Cc1sc2ncnc(N=Nc3c(O)[nH]c4ccccc34)c2c1C,i,-5
# Next part:
SMILES,CHT allo act,OX1R antag
CCSc1nnc(NC(=O)C2CCCCC2C(=O)O)s1 (configuration not stated),i,-4
CC(C)Oc1ccc(S(=O)(=O)N2CCOCC2)cc1NC(=O)C1CCC1,i,-30
CCOc1ccccc1NC(=O)Cn1c(-c2ccc(Cl)cc2)noc1=O,i,-19
Cc1cccc(S(=O)(=O)NCCNS(=O)(=O)c2cccc(C)c2)c1,i,-37
O=C(COc1ccccc1-c1ccccc1)NCCN1C(=O)S/C(=C\c2cccnc2)C1=O,i,3
Cc1cc(Br)ccc1SCC(=O)OCC(=O)NCc1ccco1,i,-15
Cc1cc(C)cc(N(CCC#N)C(=O)CSC2=Nc3ccccc3C3CC=NN23)c1 (configuration not stated),i,-22
CSc1nc(C)cc(-n2ccc(=O)[nH]c2=O)n1,i,2
CC1CCC(NC(=O)C2CC(=O)N(c3ccc(Cl)cc3)C2)CC1 (configuration not stated),i,-13
O=C(CCc1nnc(COc2ccccc2)o1)NC1(c2ccccc2)CC1,i,-12
OCC(C#CCN1CCCCC1)NCc1ccccc1 (configuration not stated),i,-5
COc1ccc(-c2cc3nc(CCl)[nH]c(=O)c3s2)cc1,i,-13
CCCOc1ccc(C(=O)c2ccccc2C(=O)OC2CCOC2=O)cc1OCCC (configuration not stated),/,-28
COc1ccc(C2CC(c3ccccc3)=NN2C(=O)COC(=O)COc2ccccc2)cc1 (configuration not stated),i,-3
CCOc1ccccc1NCc1cc(=O)oc2cc(C)ccc12,i,-12
O=C(O)CCCCCN1C(=O)/C(=C\c2ccncc2)SC1=S,i,-9
Cc1ccc(/C=C/C(=O)Nc2cc(S(N)(=O)=O)ccc2O)cc1,i,-20
COc1ccc(/C=N/NC(=O)c2cc[n+]([O-])cc2)cc1,i,-6
Cc1n[nH]c(C)c1SCC(=O)Nc1ccc(F)cc1,i,-11
Cc1ccc(S(=O)(=O)N2[C@@H](c3cccc4ccccc34)C(C(=O)O)=C[C@H]2C(C)(C)C)cc1,/,-3
CCOC(=O)N1CCN(C(=O)c2cc(S(=O)(=O)N3CCc4ccccc43)ccc2OC)CC1,i,-35
O=S(=O)(c1ccc(F)cc1)N1CCC(n2cnc3ccccc32)CC1,i,-8
COc1ccc(S(=O)(=O)NCCc2ccccc2)cc1,i,4
COc1ccc2oc(=O)c(-c3csc(Nc4ccc(O)cc4)n3)cc2c1,i,-10
Cc1cc(C)c2c(N)c(C(=O)c3ccccc3Cl)sc2n1,i,7
# Remaining list, next part:
SMILES,CHT allo act,OX1R antag
COc1ccc(C(=O)n2c(-c3ccco3)nc3ccccc32)cc1,i,-40
Cc1ccc(S(=O)(=O)/N=C(/c2ccccc2)N2CCOCC2)c(C)c1,i,-20
O=C1Nc2ncccc2OC1CCO (configuration not stated),i,-5
COc1ccc(CCC(C)N2CCC(Oc3ccc(C(=O)N4CCCC4)cc3)CC2)cc1 (configuration not stated),i,-19
O=C(NCCS(=O)(=O)NCc1ccccc1)c1ccccc1,i,-2
COc1cc(S(=O)(=O)N2CCCC2)c(C)cc1C,i,-14
C=CC[N+](C)(C)CCCNC(=O)/C=N/O,i,-7
COC(=O)c1ccc(CN2C(=O)NC(CC(C)C)C2=O)cc1 (configuration not stated),i,-11
O=C(NC1CCCCCC1)C(=S)N1CCOCC1,i,-2
CC(C)=CCN1CCN(Cc2cccn2-c2ccccn2)CC1CCO (configuration not stated),i,-13
CN(C(=O)COC(=O)Cc1ccccc1[N+](=O)[O-])C1CCS(=O)(=O)C1 (configuration not stated),/,1
CCC1OC2(C)OC(=N)C1(C#N)C(C#N)(C#N)C2c1ccccc1 (configuration not stated),i,-8
COC(=O)COn1c(-n2nc(C)cc2C)nc2ccccc2c1=O,i,-3
COc1ccc(C(CC(=O)N2CCCC2)c2ccc(F)cc2)cc1 (configuration not stated),i,-22
Cc1cc(C(=O)CN2c3cccc4cccc(c34)S2(=O)=O)c(C)n1C,/,-12
Cc1ccc(NC(=O)COC(=O)[C@H](C)NC(=O)c2ccccc2)cc1S(=O)(=O)N1CCOCC1,i,-25
COc1cccc(-n2nc(C(=O)N3CCN(Cc4ccccc4)CC3)c3ccccc3c2=O)c1,i,-25
O=C(NC1CCCc2ccccc21)c1ccccc1Cl (configuration not stated),i,-13
O=[N+]([O-])c1ccc(N/N=C/c2c[nH]c3ccccc23)cc1,i,45
COc1ccc(NC(=S)NCc2ccco2)c(OC)c1,i,-14
Cn1nc(C(C)(C)C)cc1C(=O)NN1CCOCC1,i,2
C/C(=N\NC(=O)c1c(Br)c(C)nn1C)c1cccc(NC(=O)c2ccccc2F)c1,i,-11
N#Cc1c(-c2ccccc2)cc(-c2cccs2)nc1SCC(=O)O,i,-11

# 7 records drawn at random from the list so far, as already listed:
SMILES,CHT allo act,OX1R antag
O=[N+]([O-])c1ccc(N/N=C/c2c[nH]c3ccccc23)cc1,i,45
COc1ccc(C(CC(=O)N2CCCC2)c2ccc(F)cc2)cc1 (configuration not stated),i,-22
O=C(NCCS(=O)(=O)NCc1ccccc1)c1ccccc1,i,-2
COC(=O)c1ccc(CN2C(=O)NC(CC(C)C)C2=O)cc1 (configuration not stated),i,-11
COc1ccc(NC(=S)NCc2ccco2)c(OC)c1,i,-14
O=C(NC1CCCCCC1)C(=S)N1CCOCC1,i,-2
O=C1Nc2ncccc2OC1CCO (configuration not stated),i,-5

# Assay outcomes from PubChem BioAssay.

# Rows are unselected; 0.8% or so of the library scored in one or more.
